# Pf Dd2 growth – inhibitors of Plasmodium falciparum Dd2 growth; P. falciparum Dd2 growth, SYBR Green, 72 h; Potency, µM (doses to about 28.9 µM), for inactives: at the top dose activity, negative = inhibition, actives largely listed as inhibitors; hit rate 4.3% among 120,000; AID 1347417; active means well fitted inhibition curve with a large enough effect; inconclusive means small, poorly fitted or top-dose-only effect; inactive means no such curve, though single readings can be large or run the other way;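 further: plate controls were DMSO vehicle for no effect and reference drug for full effect; nearly all actives have a fitted effect of over 65% in size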
#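 Infected erythrocytes (Dd2, 0.3% parasitemia, 2.5% hematocrit final) are added to compound in RPMI-1640/Albumax II medium, grown 72 h at 37C in low oxygen, then lysed with saponin/Triton-X containing SYBR Green and read by fluorescence.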
# The depositor's hits bear a star; i = inactive; ? = inconclusive; & = joins results of further samples; [ ] = remark or other dose. Potency means the concentration at half of the fitted maximal effect. These rows are one share of the data (hit frequency here may not be typical).
molecule | Pf Dd2 growth
O=C(Nc1ccc2c(c1)OCCO2)c1cccn(Cc2ccccc2)c1=O | -4%
CCN(CCCNC(=O)c1ccc(Sc2ccc(C)cc2)c(NC(C)=O)c1)c1cccc(C)c1 | -17%
O=C1CC(c2nc(-c3ccc4nc[nH]c4c3)no2)CN1Cc1cccnc1 (stereo unspecified) | ?
CC(C)[S+](=O)([O-])N1CC2ON=C(C(=O)O)C2C1 (stereo unspecified) | 21%[44.1 µM]
CNC(=O)c1cccc(-c2cnc(Nc3cccc(C(F)(F)F)c3)c3c2CCO3)c1 | i
CC1=C[C@@H](CN2CCC(CO)CC2)[C@H](C(C)C)C[C@H]1Cc1nnc(-c2ccncc2)o1 | ?
O=C(c1ccc2c(c1)OCO2)N1CCCC2(CC(c3ccccn3)=NO2)C1 (stereo unspecified) | i
O=C(NCc1cccs1)c1ccc2nccn2c1 | 18%&-1%[44.1 µM]
CCN1C(=O)CCC2(C(=O)NCCN(C)C3CCCCC3)CCCC=C12 (stereo unspecified) | ?
Cc1ccc(CNC(=O)C(=O)NCC(c2ccc3c(c2)OCO3)N2CCOCC2)cc1 (stereo unspecified) | -2%
CCOC(=O)c1c(C)[nH]c(C)c1S(=O)(=O)N1CCCC(C(=O)NCc2ccccc2Cl)C1 (stereo unspecified) | 22%
CN[C@H](C(=O)N[C@H]1C[C@@](O)(C(=O)N[C@@H](Cc2cccs2)C(N)=O)C[C@@H](O)[C@@H]1O)C(C)C | -9%
NC(=O)Cn1ccc2cc(OCC3CCN(c4cnccn4)CC3)cnc21 | i
Cc1ccc(C)c(N2CCN(C(=O)CCC(=O)Nc3ccc4nc(N5CCCCC5)cc(C)c4c3)CC2)c1 | i
Cc1cn2nc(C(=O)N3CCC(NC(=O)C4CCC4)CC3)cc2c(=O)[nH]1 | -15%
O=C(CN1CCn2nnc(-c3nc(-c4ccccc4)no3)c2C1=O)Nc1ccc(Cl)cc1 | 8%
Cc1cn2nc(C(=O)NCc3ccc(F)cc3F)cc2c(=O)[nH]1 | 3.2µM*
O=C(NCc1ccccc1)c1nnc(Cc2cccc(F)c2)o1 | 30%[0.594 µM]
O=C(Cn1c(=O)n(Cc2nc(-c3ccccc3)no2)c(=O)c2ccccc21)Nc1cccc(Cl)c1 | ?
O=C(c1ccc(F)cc1)N1CCC(n2cc(-c3nc(C4CC4)no3)nn2)C1 (stereo unspecified) | i
CCCc1nn2c(=O)cc(COC(=O)c3ccccc3NC(=O)c3ccc(OCC)cc3)nc2s1 | -10%
Cc1[nH]c2ccccc2c1CC(=O)NC1CCCc2nc(N(C)C)ncc21 (stereo unspecified) | -6%
Cc1ccc(-c2nnc(Nc3ccc(Cl)cc3)c3ccccc23)cc1S(=O)(=O)NCC1CCCO1 (stereo unspecified) | 33%[activator]
COCc1nc2nc(-c3ccccc3)c(-c3ccnc(OC)c3)cc2n1C | ?
CNC(=O)[C@@H]1CN(C(=O)c2ccc(OC)nc2)C[C@H]1COC | 10%
O=Cc1cccc(-c2cncnc2)c1 | 3%[44.1 µM]
O=C(CCC[C@@H]1[C@H]2CCCN3CCC[C@@H](CN1Cc1cccnc1)[C@@H]23)NCc1cccnc1 | 11%
CCOC(=O)CC(NC(=O)Cn1nnc(-c2ccc(C(F)(F)F)cc2)n1)c1ccc(OC)cc1 (stereo unspecified) | 19%
COCCC(=O)N1CCC(N2C[C@H](O)C[C@H]2C(=O)NCc2cccc(OC)c2)CC1 | 34%[activator]
Cc1c(CN2CCCC(C(=O)Nc3cccc(-c4cc5ccccc5[nH]4)c3)C2)cnn1C (stereo unspecified) | ?

# The listing continues.
molecule | Pf Dd2 growth
COc1cc(CN2CCOc3ccc(C(=O)NCc4ccccc4F)cc3C2)ccc1O | ?
O=C(CN1CC2CC(C1)[C@H]1CCCC(=O)N1C2)NCc1ccc2c(c1)OCO2 (stereo partly specified) | -17%
C=CCC1(C(=O)O)CCCN(C(=O)CCCc2ccc(OC)cc2)C1 (stereo unspecified) | -5%
O=C(CC1CCN(S(=O)(=O)c2ccccc2F)C1)NCc1ccccc1 (stereo unspecified) | i
CC1(C)CC(NC(=O)C2CC(=O)N(c3n[nH]c4ccccc34)C2)CC(C)(C)N1 (stereo unspecified) | -8%
Cc1cc(F)ccc1S(=O)(=O)N1C[C@H](C2CC2)[C@@H](N)C1 | ?
CCOC(=O)c1cc2c(=O)n3ccccc3nc2n(Cc2ccco2)c1=NC(=O)c1c(F)cccc1Cl | -8%
Cc1ccc(-c2nc(CS(=O)(=O)CC(=O)NC(C)CCc3ccccc3)c(C)o2)cc1 (stereo unspecified) | -5%
COc1ccc(OC)c(NC(=O)C(C)n2nc(C)c3c(C)n(-c4ccccc4)nc3c2=O)c1 (stereo unspecified) | ?
O=C(c1cccc(F)c1)N1CCC(n2cc(-c3nc(C4CC4)no3)nn2)C1 (stereo unspecified) | i
NC(=O)c1cccc(-c2ncc3c(n2)OCCN(c2ccccc2)C3=O)c1 | i
O=C(c1ccccc1)N1CCC2(CC1)C(=O)Nc1ccccc12 | -2%
Cc1cnn(Cc2cc(C(=O)N3CCCCCC3c3nnc(-c4ccccc4)o3)no2)c1 (stereo unspecified) | ?
COc1cccc(NC(=O)C(Cc2ccccc2)NS(=O)(=O)c2ccc3c(c2)oc(=O)n3C)c1 (stereo unspecified) | ?
Cc1ccccc1CNC(=O)C1CCN(C(=O)N2CC3CC(C2)[C@H]2CCCC(=O)N2C3)CC1 (stereo partly specified) | i
CCCCN(CC)CCCNC(=O)Cn1ncc2c3ccccc3n(Cc3ccc(F)cc3)c2c1=O | ?
Cc1ccn(CC(=O)N2CCc3nn(Cc4ccccc4)c(=O)n3CC2)n1 | 24%
O=C(c1ccccc1)N1CCC(NCCOc2ccccc2F)CC1 | ?
CC(C)c1noc([C@@H]2C[C@H](NC(=O)c3ccc(F)cc3)CN2C)n1 | ?
O=C(CN1C(=O)NC(c2ccc(Cl)cc2)C2=C1COC2=O)Nc1ccc2c(c1)OCO2 (stereo unspecified) | ?
CCOc1ccc(-c2cc3c(=O)n(CC(=O)Nc4c(C)cccc4C)ccn3n2)cc1 | 62%[activator]
Cc1ccoc1C(=O)N1C[C@@H](COCC2CC2)[C@H](c2ccccn2)C1 | ?
Cc1oc(-c2ccc(C(=O)NCc3ccccc3Cl)cc2)nc1CN1CCc2ccccc21 | ?
O=C(Cc1ccccc1F)N1CC(Oc2ccc(-c3noc(-c4cccnc4)n3)cc2)C1 | ?
CC(C)Oc1ccc(CNC(=O)Nc2ccc3c(c2)N(C)C(=O)c2ccccc2S3)cc1 | i
Cc1ccc(S(=O)(=O)N2CCC(Oc3ncccc3C(=O)N(C)C)C2)cc1F (stereo unspecified) | -23%
O=C(Cn1cccc1-c1nc(-c2ccc3c(c2)OCO3)no1)Nc1ccc(Cl)cc1 | 2µM*
C#CCN(C)C[C@H]1CN2CC[C@H]1C[C@@H]2CNC(=O)Nc1ccsc1 | -21%[44.1 µM]
CCOc1ccccc1C1NC(=O)N(CC(=O)Nc2cccc(C(C)C)c2)C2=C1C(=O)OC2 (stereo unspecified) | i
O=C(N[C@H]1CCN2C(=O)c3ccccc3NC(=O)[C@@H]2C1)c1ccccc1 | i

# An excerpt of these results, field by field.
Compound: COc1ccc(OC)c(NC(=O)C(C)n2nc(C)c3c(C)n(-c4ccccc4)nc3c2=O)c1 (stereo unspecified)
  Pf Dd2 growth = ?
Compound: O=C(c1cccc(F)c1)N1CCC(n2cc(-c3nc(C4CC4)no3)nn2)C1 (stereo unspecified)
  Pf Dd2 growth = i
Compound: NC(=O)c1cccc(-c2ncc3c(n2)OCCN(c2ccccc2)C3=O)c1
  Pf Dd2 growth = i

# Carrying on:
molecule | Pf Dd2 growth
Cc1ccc(-n2ncc(C(=O)NC3CCCC3)c2C2CCN(C(=O)OC(C)(C)C)CC2)c(C)c1 | 10µM*
CCCCn1c(=N)n(CCCOc2ccc(F)cc2)c2ccccc21 | ?
COc1ccc(CNc2ncnc3c2CN(c2ccc(C)cc2)C(=O)N(C)C3)cc1OC | i
Cc1nn(-c2ccccc2)c(-n2cccc2)c1C(=O)NCc1ccccc1Cl | -29%
O=C(NC[C@H]1OC[C@@H](NC2CCCC2)[C@@H]1O)C1CCCC1 | i
CC(=O)NC1CCN(Cc2nc(-c3sccc3C)oc2C)CC1 | 7%
Cc1ccc(C(=O)N[C@@H]2CN(Cc3ccncc3)C[C@H]2CN(C)C)c(C)c1 | -8%
CN(C)C(=O)C1CN(C(=O)c2ccc(Br)cc2)CC12CCOCC2 (stereo unspecified) | 6%
COc1ccc(CCN2C(=O)N(c3ccccc3)C(=O)C2CC(=O)Nc2ccccc2)cc1 (stereo unspecified) | i
NCCc1cccc(CN2CCC(OCc3ccccc3)CC2)c1 | 4.5µM*
Cc1cc(F)ccc1-c1cccc(COc2cnc3c(ccn3CC(=O)O)c2)c1 | i
COc1ccc(CNC(=O)CSCc2ccc(C)cc2)c(OC)c1 | i
COc1ccc(NC(=O)Cn2cccc2-c2nc(-c3ccc(OC)c(F)c3)no2)cc1 | ?
COc1cccc(CN2CCOc3ccc(C(=O)NCc4ccccc4F)cc3C2)n1 | i
CCOC(=O)c1c(C)oc2ncnc(N3CCN(c4ccccc4OC)CC3)c12 | -29%
Cc1cc(CNC(=O)c2ccc(-c3ccccc3Cl)o2)n(C)n1 | -13%
COCC(=O)Nc1cc(C(=O)N2CCc3cc(OC)c(OC)cc3C2)c2c(c1)nc(C1CCC1)n2C | i
CCS(=O)(=O)Nc1ccc(C2(C(=O)NCc3ccccc3F)CCCCC2)cc1 | i
O=C(Cn1c(=O)oc2cc(Cl)ccc21)N1CCc2n[nH]c(=O)n2CC1 | 19%
Cc1nn(CCNC(=O)Cn2cc(C)c(=O)[nH]c2=O)c(C)c1Cl | 0%
Cc1ccc(-c2ccc3ncn(Cc4ccccn4)c(=O)c3n2)c(C)c1 | i
CN(C)CCNC(=O)c1ccc2c(c1)NC(=O)C(CS(=O)(=O)Cc1cccc(Br)c1)N2 (stereo unspecified) | i
CNc1ncnc2c1cnn2-c1ccc(C)c(C)c1 | i
CCOC(=O)C1CCN(C(=O)Cn2nc(CC)n3c(cc4occc43)c2=O)CC1 | 26%
Cc1ccc(C)c(CS(=O)(=O)c2cn(CC(=O)N(C(C)C)C(C)C)c3ccccc23)c1 | ?
COC[C@@H]1CN(C(=O)Cc2cccc(OC)c2)C[C@H]1c1ccncc1 | 4%
CC(C)Oc1ccc(CN2CCC(CO)(Cc3ccccc3Cl)CC2)cc1CO | ?
Cc1ccc(CN2CCCOCCNC(=O)CC2)s1 | ?
CCCCCn1c(=O)[nH]c2cc(C(=O)NC(C)CC)ccc2c1=O (stereo unspecified) | -5%
CN1c2cc(C(=O)NCCc3ccccc3)ccc2C(=O)N2CCCC21 (stereo unspecified) | -5%

# The last 4 records of the section above open the next one:
molecule | Pf Dd2 growth
CC(C)Oc1ccc(CN2CCC(CO)(Cc3ccccc3Cl)CC2)cc1CO | ?
Cc1ccc(CN2CCCOCCNC(=O)CC2)s1 | ?
CCCCCn1c(=O)[nH]c2cc(C(=O)NC(C)CC)ccc2c1=O (stereo unspecified) | -5%
CN1c2cc(C(=O)NCCc3ccccc3)ccc2C(=O)N2CCCC21 (stereo unspecified) | -5%
COc1ccccc1NC(=O)c1cccc(S(=O)(=O)N2CCCCCC2)c1 | i
Fc1ccc(CNc2nc3ccc(Cl)cc3n3nnnc23)cc1 | -20%
O=C(NCCOc1ccccc1)c1cnc2n1CCN(Cc1ccc(F)cc1)CC2 | -10%[44.1 µM]
CCN(CC)S(=O)(=O)c1nnc(NC(=O)c2ccc(Br)cc2)s1 | -11%
COc1cc2c(cc1OCc1ccccc1)N(C(=O)CC(C)C)CC21CCN(C)CC1 | ?
CCCC(=O)N1Cc2ccccc2CC2(CCCN(Cc3ccc(O)cc3)C2)C1 (stereo unspecified) | ?
CNC(=O)NC[C@H]1CCN(Cc2ccc(F)cc2F)C[C@H]1N(C)C | -13%
Cc1cn2nc(C(=O)NCc3cc(F)cc(F)c3)cc2c(=O)[nH]1 | 10%
Cc1ncc2c(c1CNC(=O)Cc1ccsc1)CCN(C(=O)Cc1ccc(F)c(F)c1)C2 | -19%
COc1ccc(-c2cc(N3CCCC(NC(=O)c4cnccn4)C3)n[nH]2)cc1 (stereo unspecified) | -6%
COCCNCc1ccc(-c2ccc(F)cc2)o1 | ?
C[C@@H](NC(=O)C1CCOCC1)c1onc(-c2ccc(F)cc2)c1C(=O)O | 14%[44.1 µM]
CN1C(=O)COC[C@@H]1[C@H](O)c1ccc(NC(=O)Cc2ccccc2)cc1 | -14%[44.1 µM]
COc1cccc(CN2CCCCCCNC(=O)[C@@H]3CCC[C@@H]32)n1 | ?
CC1(C)CNC(=O)c2nc(-c3n[nH]c4c3CCCCC4)[nH]c2C1 | 30%
CN1CC2(CCN(C(=O)NCCc3ccccc3)CC2)CC1C(=O)N1CCOCC1 (stereo unspecified) | ?
CCOC(=O)c1c(C)[nH]c(C)c1S(=O)(=O)N(C)CC(=O)Nc1ccc(OC)cc1 | 37%[activator]
Cc1cc(C(=O)N2CC[C@H](NS(=O)(=O)c3cn(C)cn3)C[C@H]2C(=O)N[C@H](Cc2c[nH]c3ccccc23)C(N)=O)n(C)n1 | i
CC(=O)N1CCc2nc3sc(C(=O)Nc4ccc(Cl)cc4F)c(N)c3c(C(F)(F)F)c2C1 | 122%[activator]

# From PubChem
